Bioassay records deposited in PubChem BioAssay by several laboratories.
KLK7 zymogen act: activates the human kallikrein-7 zymogen; purified proKLK7, EDANS-DABCYL substrate fluorescence; 100% is mature enzyme control, 0% vehicle; activation, % at 7 µM; actives 0.9% (n = 370,000);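 active = activation above the mean of all tested compounds plus 3 SD, computed per campaign excluding outliers beyond control limits, cut at about 13% in these data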
hcDAF12 agonist: activates DAF-12 receptor from parasite H. contortus | HEK293 hcDAF-12 lit1-tk-luc reporter, luminescence; 0% DMSO, 100% Δ7-dafachronic acid | activation, % at 6.8 µM | actives 1.4% (n = 370,000) | AID 652067;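 active = activation above the mean of all tested compounds plus 3 SD, cut at about 5.5% in these data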;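 note: 100% = response to 3 µM Δ7-dafachronic acid high control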
NPR2 activator: GC-B (human) receptor activation; AID 1920062; activation, % at 10 µM; P20594; HEK293-GC-B cells, CNP EC30, cGMP TR-FRET; 0% at EC30 CNP, 100% saturating CNP; actives 0.11% (n = 370,000);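 active = activation at 10 µM reaching about 35% in either raw or pattern-adjusted values, limit read from the data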
Target sequence (P20594 whole entry, looked up): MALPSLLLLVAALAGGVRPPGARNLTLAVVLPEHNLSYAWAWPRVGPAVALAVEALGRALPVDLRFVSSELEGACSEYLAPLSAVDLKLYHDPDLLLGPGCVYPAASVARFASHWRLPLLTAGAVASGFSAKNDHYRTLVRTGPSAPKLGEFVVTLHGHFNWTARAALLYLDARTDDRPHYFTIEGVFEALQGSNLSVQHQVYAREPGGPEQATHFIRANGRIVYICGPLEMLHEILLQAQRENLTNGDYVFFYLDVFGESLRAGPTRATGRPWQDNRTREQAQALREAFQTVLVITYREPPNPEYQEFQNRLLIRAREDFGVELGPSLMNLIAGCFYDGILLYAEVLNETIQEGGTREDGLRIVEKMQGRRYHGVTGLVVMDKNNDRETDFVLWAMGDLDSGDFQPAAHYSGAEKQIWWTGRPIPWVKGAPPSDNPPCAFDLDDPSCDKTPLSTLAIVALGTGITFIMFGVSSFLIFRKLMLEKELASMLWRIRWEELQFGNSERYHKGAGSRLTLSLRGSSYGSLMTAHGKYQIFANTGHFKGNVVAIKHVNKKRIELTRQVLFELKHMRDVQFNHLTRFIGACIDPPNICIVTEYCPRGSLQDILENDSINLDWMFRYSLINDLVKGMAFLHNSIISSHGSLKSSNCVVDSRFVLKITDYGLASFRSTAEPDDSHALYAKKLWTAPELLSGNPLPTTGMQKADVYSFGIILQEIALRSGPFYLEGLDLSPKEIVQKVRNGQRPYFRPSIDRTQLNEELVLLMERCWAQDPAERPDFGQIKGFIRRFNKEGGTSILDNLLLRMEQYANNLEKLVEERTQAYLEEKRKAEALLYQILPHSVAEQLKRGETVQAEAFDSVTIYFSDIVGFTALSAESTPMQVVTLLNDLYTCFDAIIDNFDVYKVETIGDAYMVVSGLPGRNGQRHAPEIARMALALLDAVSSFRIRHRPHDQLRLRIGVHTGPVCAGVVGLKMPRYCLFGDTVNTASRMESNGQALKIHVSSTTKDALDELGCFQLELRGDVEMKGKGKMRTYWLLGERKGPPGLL
DAX1 inh-1: DAX1 (NR0B1) inhibition, primary screen; inhibition, % at 6.8 µM; HEK293T StAR-luciferase reporter, SF-1/DAX-1 repression relief; actives 1.1% (n = 370,000); AID 652010;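 active = inhibition above the mean over all tested compounds plus 3 SD, cut at about 3.6% in these data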;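 note: 0% = DAX-1 cells with DMSO and 100% = cells lacking DAX-1 with DMSO; higher inhibition means more luminescence from relief of DAX-1 repression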
sPLA2-III inh: Blocks human group III sPLA2 activity. actives 0.56% (n = 370,000). QFRET BODIPY PC-A2 liposome hydrolysis, fluorescence. inhibition, % at 12.2 µM. AID 743126;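 active = inhibition above mean plus 3 SD of compounds lying within the high and low control bounds, cut at about 19% in these data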;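 note: 0% = median of test compound wells and 100% = no enzyme DMSO wells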
SMARCA2 act: increases SMARCA2 function in MMTV reporter cells; MG213 cells, MMTV-luciferase reporter, dexamethasone, overnight; activation, % at 9.1 µM; actives 1% (n = 370,000); in the data active = activation above about 7.8%;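 note: 0% = vehicle wells and 100% = reference activator wells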
NPR1 activator: GC-A (human) enzyme activation. P16066. HEK293 GC-A cells, cGMP TR-FRET, EC30 ANP; 0% at EC30 ANP, 100% saturating ANP. activation, % at 10 µM. actives 0.14% (n = 370,000). AID 1671463; in the data active = activation above about 40%
DAX1 inh-2: inhibits human nuclear receptor DAX1; inhibition, % at 6.75 µM; HEK293 Gal4-DAX1 luciferase reporter, luminescence; AID 504766; actives 0.99% (n = 340,000); P51843;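 active = inhibition above the mean over all tested compounds plus 3 SD, cut at about 4.2% in these data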;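 note: 0% = DAX1-transfected cells with DMSO and 100% = empty-vector control cells with DMSO; inhibition shows as a rise in luminescence from relieved DAX1 repression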
FXN GAA850 act: activators of GAA850 frataxin (FXN) promoter; HEK293 lucGAA850 FXN promoter luciferase reporter, 24 h; percent of 10 µM SAHA response; activation, % at 6 µM; actives 0.56% (n = 360,000);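 active = activation above the average of all compounds screened plus 3 SD, cutoff fixed separately per campaign, cut at about 7.5% in these data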;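 note: 0% = DMSO wells and 100% = 10 µM SAHA wells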
hgDAF12 agonist: activates the H. glycines DAF-12 receptor ligand-binding domain; HEK293 GAL4-hgDAF12 UAS-luciferase reporter, agonist luminescence; normalized to butyrate control; AID 687014; actives 1.8% (n = 370,000); activation, % at 6.8 µM;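 active = activation above a cutoff set at the mean of all screened compounds plus 3 SD, cut at about 10% in these data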;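 note: 0% = DMSO wells and 100% = sodium butyrate wells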
ssDAF-12 act: activators of S. stercoralis DAF-12 nuclear receptor. HEK293 ssDAF-12/GRIP1 lit1-tk-luc reporter, luminescence; % of 3 µM dafachronic acid response. activation, % at 6.8 µM. actives 1% (n = 370,000). AID 652126;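 active = activation above the mean over all tested compounds plus 3 SD, cut at about 0.9% in these data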;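 note: 0% = DMSO-only wells and 100% = 3 µM delta7-dafachronic acid wells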
* marks the source's active call; other numbers are inactive results; . = no result given.

SMILES	KLK7 zymogen act	hcDAF12 agonist	NPR2 activator	DAX1 inh-1	sPLA2-III inh	SMARCA2 act	NPR1 activator	DAX1 inh-2	FXN GAA850 act	hgDAF12 agonist	ssDAF-12 act
CC1=C(C(=O)OCc2ccccc2)C(c2ccco2)C2=C(CC(C)(C)CC2=O)N1 (stereo unspecified)	-1.5	-3.0	1	-0.9	-8	-1	-4	-1.2	-0.5	-2.1	-1.2
COC(=O)Cc1[nH]nc2c1C(c1cccc(OC)c1OC)C(C#N)=C(N)O2 (stereo unspecified)	0.0	0.2	-2	0.5	0	-2	-4	2.5	1.3	-0.8	-1.0
CCN(CCNC(=O)c1cccc(N2CCCC2=O)c1)c1ccccc1	0.0	-1.6	-3	-0.1	2	-1	2	0.6	1.0	2.1	-1.3
COc1ccccc1C(=O)NC(=S)Nc1ccc(N2CCCC2)cc1	-0.1	-3.1	1	0.4	-2	0	1	-0.7	0.5	2.3	-0.6
O=C(CNS(=O)(=O)c1cccc(Br)c1)NCC1CCCCC1	0.3	-1.9	-6	-0.1	-35	-3	-6	-0.8	2.5	0.2	-1.1
C=CCNC(=S)N1CCN(CCN=Cc2c(C)[nH]n(-c3ccc([N+](=O)[O-])cc3)c2=O)CC1	-0.6	-0.5	-2	-0.4	3	-2	1	0.2	0.2	0.3	-1.1
COc1cccc(CNC(=O)C2CCN(S(=O)(=O)c3ccc(C)cc3)CC2)c1	-0.3	-2.0	-3	0.0	-9	0	1	-0.7	0.4	-1.3	-1.2
Cc1cccc(N(C(=O)c2ccc(CN3CCOCC3)o2)C(C(=O)NC2CCCCC2)c2ccc(F)cc2)c1 (stereo unspecified)	-0.5	-1.0	-5	0.1	3	0	8	1.9	-1.5	1.0	-1.3
COc1ccc(/C=N/NC(=O)c2cccnc2)cc1CN1CCc2cc(OC)c(OC)cc2C1C (stereo unspecified)	1.3	-0.8	0	1.2	1	-1	-3	1.0	2.4	-0.4	-1.5
O=C(Oc1cccc2cccnc12)c1cccc(N2C(=O)C3C4CCC(C4)C3C2=O)c1 (stereo unspecified)	-0.7	0.9	3	0.5	10	-3	-1	.	.	3.5	0.0
CC1(C)COC2(OC1)C(=O)Nc1ccccc12	1.2	1.9	0	-0.1	8	-4	1	0.6	-0.3	-1.6	0.0
COc1ccc(N(CC(=O)N2CCN(C)CC2)S(=O)(=O)c2ccccc2)cc1OC	0.0	-1.4	-4	0.5	2	3	-1	0.8	-0.8	-0.2	-1.1
Nc1nonc1-c1nc2ccccc2n1CC(=O)N/N=C/c1ccc(-c2cccc(C(=O)O)c2)o1	1.4	2.1	3	0.2	-33	1	-1	0.2	2.4	5.8	-0.4
Cc1cc(-c2nnc(CCC(=O)N(CC3CC3)CC3CCCO3)o2)no1 (stereo unspecified)	-0.3	0.5	3	-0.2	12	-2	4	-0.5	2.8	0.9	-1.1
O=C(Nc1cccc2c1CCCC2)C1CCN(c2nnnn2-c2ccccc2)CC1	0.8	0.8	0	0.2	0	-5	1	0.1	1.6	0.6	-1.1

Taken from above (2 entries):
SMILES	KLK7 zymogen act	hcDAF12 agonist	NPR2 activator	DAX1 inh-1	sPLA2-III inh	SMARCA2 act	NPR1 activator	DAX1 inh-2	FXN GAA850 act	hgDAF12 agonist	ssDAF-12 act
O=C(Oc1cccc2cccnc12)c1cccc(N2C(=O)C3C4CCC(C4)C3C2=O)c1 (stereo unspecified)	-0.7	0.9	3	0.5	10	-3	-1	.	.	3.5	0.0
CC1(C)COC2(OC1)C(=O)Nc1ccccc12	1.2	1.9	0	-0.1	8	-4	1	0.6	-0.3	-1.6	0.0

An excerpt from above in order of their number in NPR1 activator, highest first.
| canonical_smiles | NPR1 activator |
| --- | --- |
| CC1(C)COC2(OC1)C(=O)Nc1ccccc12 | 1 |
| Nc1nonc1-c1nc2ccccc2n1CC(=O)N/N=C/c1ccc(-c2cccc(C(=O)O)c2)o1 | -1 |
| COC(=O)Cc1[nH]nc2c1C(c1cccc(OC)c1OC)C(C#N)=C(N)O2 (stereo unspecified) | -4 |

Carrying on.
SMILES	KLK7 zymogen act	hcDAF12 agonist	NPR2 activator	DAX1 inh-1	sPLA2-III inh	SMARCA2 act	NPR1 activator	DAX1 inh-2	FXN GAA850 act	hgDAF12 agonist	ssDAF-12 act
COc1ccc2cc(-c3ccon3)ccc2c1	-0.3	1.8	-4	0.1	-1	7	-4	1.5	4.5	6.0	-0.7
CC(=O)N1C[C@H]2CON(C)[C@H]2C[C@H]1c1cccc(-c2ccc(C#N)cc2)c1	-0.1	-0.4	-1	-0.6	9	-3	-1	0.2	-1.0	-2.8	-1.5
CN(c1c[nH]c(=O)[nH]c1=O)C1CCCCC1	1.2	-1.6	-4	-0.2	5	-1	4	.	3.0	-1.5	-0.6
CC(C)(C)c1ccc(S(=O)(=O)NCc2ccccn2)cc1	0.5	-1.0	-3	-0.1	-6	-1	2	0.5	0.1	0.3	-0.5
COc1ccc(C)cc1NC(=O)C(Sc1nnc(-c2cccs2)o1)c1ccccc1 (stereo unspecified)	0.2	1.7	6	0.3	-16	-2	0	0.0	-1.6	3.7	-0.8
Nc1ccc2nc(CCCO)[nH]c2c1	-0.3	-1.1	6	0.5	5	-2	2	-0.1	-1.2	0.6	-2.0
CCOC(=O)C(C)n1cnc2c(nnn2-c2cccc(Cl)c2)c1=O (stereo unspecified)	-0.1	0.8	-2	0.2	8	-5	3	0.6	-0.5	3.5	-1.3
CSc1sc(C)cc1/C=N/O	0.7	-1.7	4	0.3	0	-2	3	-0.5	0.9	-2.0	-0.1
CC(C)(C)N=C1SCC(C)(/C=N/O)S1 (stereo unspecified)	0.6	-0.6	-2	0.5	-5	-6	7	-0.6	-1.0	-0.8	-0.3
COc1ccc(CNC(=O)C(C)Sc2ccc(S(=O)(=O)N3CCOCC3)cn2)cc1 (stereo unspecified)	0.1	-1.7	2	-0.8	6	-1	2	0.9	-0.3	0.9	-1.3
O=C(CSc1ncn[nH]1)N/N=C/c1ccc(C(F)(F)F)cc1	-0.8	0.2	-3	0.5	-22	4	0	0.7	1.9	1.4	-0.1
CCCNc1ccc(C(=O)OCC)cc1[N+](=O)[O-]	0.1	2.7	2	1.0	0	9.3*	-1	0.5	7.0	4.4	-1.0
Cc1ccc2[nH]c(C(=O)N3CCC(C(N)=O)CC3)cc2c1	0.7	-1.8	0	0.1	0	0	1	1.5	1.9	1.4	-0.4
CC(C)(C)NC(=O)CN(Cc1cccs1)C(=O)c1csnn1	-0.1	-1.3	7	0.9	1	-3	4	0.7	-2.5	1.1	-0.8
O=C(NNc1ccccc1Br)C(O)(c1cccc(C(F)(F)F)c1)c1cccc(C(F)(F)F)c1	-0.5	0.8	-2	-0.9	-13	-10	-5	0.4	0.1	0.8	-1.0
O=C(COc1ccccc1)NC1CCSc2ccccc21 (stereo unspecified)	0.4	0.7	6	1.1	10	3	0	0.8	0.3	-1.0	-0.3
COc1ccc(-n2ncc3c(SCC(=O)NNC(C)=O)ncnc32)cc1	0.9	2.7	-3	0.3	-6	4	6	0.7	2.5	8.5	0.7
Cc1cc(=O)[nH]c(NCCO)n1	0.0	0.3	0	0.7	-3	0	3	0.6	1.4	1.1	-1.5
O=C(N/N=C/c1sc(=O)n(Cc2ccc(Br)cc2)c1Cl)c1ccco1	0.3	-0.8	9	0.1	-1	-1	-1	0.3	2.4	-0.4	-1.1
O=C(Nc1nnc([C@H]2C[C@H](O)[C@@H](CO)O2)s1)Nc1ccc(F)cc1F	-0.7	2.2	1	0.3	1	0	0	.	2.3	2.2	-0.8
COc1ccccc1C(=O)Nc1nnc(-c2ccco2)s1	2.3	15*	-3	8.4*	-3	4	-1	4.5*	5.7	19*	2.0*
O=C(NC1CCN(Cc2ccccc2)CC1)C12CC3CC(CC(C3)C1)C2	0.7	-1.8	-6	0.2	-5	-4	-4	-0.6	-0.3	1.7	-0.6
COc1ccc(C(=O)c2ccc(OC)c(Br)c2)cc1Br	-0.4	0.4	17	-0.3	3	-2	2	-0.3	0.2	-4.6	-1.3
Cc1ccnc(NC(=O)c2cccc(S(=O)(=O)N3CCCC3)c2)c1	0.4	1.0	5	3.0	0	-5	1	0.1	3.8	0.8	-0.7
N#Cc1c(SC(C(=O)O)c2ccccc2)nc2c(c1-c1cccs1)CCCC2 (stereo unspecified)	1.0	-0.4	-2	0.2	-35	1	-12	0.8	1.5	3.8	-0.8
CC(Nc1cc(=O)n(C)c(=O)[nH]1)c1ccccc1 (stereo unspecified)	0.3	0.5	5	0.9	9	-2	2	1.6	2.2	0.8	-0.8
CCOc1ccc(NC(=O)/C(C#N)=C/c2ccc(N3CCCC3)c(C)c2)cc1	-0.5	-1.7	-10	0.1	6	0	-14	1.3	-0.3	-0.3	-0.5
Cc1ccc(C)c(NS(=O)(=O)c2c(C)ccc3nsnc23)c1	-0.1	-0.8	-5	-0.1	-2	0	-2	-0.2	1.8	-1.5	-0.7
Cc1cc2c(=O)[nH]c(N)nc2[nH]1	-1.2	-0.9	-2	0.1	14	-4	1	3.4	0.8	-0.4	-0.6
c1ccc2c(N3CCCCC3)nc(N3CCCC3)nc2c1	-1.7	-2.2	7	-1.5	5	-1	7	-0.2	2.3	-1.3	-1.3
Cc1ccc(Cn2c(NCCc3ccccc3)nc3c2c(=O)n(C)c(=O)n3C)cc1	0.2	-0.1	31	-0.6	-2	-2	27	-0.5	2.1	-1.3	-1.5
CCN1CC(CN(C)Cc2cn(-c3ccc(C)cc3)nc2-c2cccc(C)c2)CC1=O (stereo unspecified)	0.1	-2.9	0	-0.2	-3	0	-3	-0.7	2.0	-2.8	-2.5
O=C(CC(=O)c1cc(Cl)ccc1O)c1ccccc1	0.2	2.2	-6	1.0	6	2	1	3.4	4.5	12*	-0.8
CC(C)C1CC(CCNCc2ccc(N(C)C)cc2)(c2ccccc2)CCO1 (stereo unspecified)	-0.6	1.1	-10	-0.1	-16	5	-20	0.7	-7.2	-1.7	-1.6
COC(=O)C1CN(C(=O)COc2ccc(C)cc2)c2ccccc2O1 (stereo unspecified)	0.1	-0.4	0	-0.1	-1	0	-3	2.1	-0.8	-3.9	-0.9
CCC(=O)N(CC(=O)Nc1sc(C)c(C)c1C(N)=O)C1CCCCC1	0.0	-0.9	0	0.2	19*	1	-5	-0.2	-0.6	-4.2	-1.2
COc1ccc(C(CNC(=O)CNC(=O)c2cc(OC)c(OC)c(OC)c2)N2CCOCC2)cc1 (stereo unspecified)	-0.1	-1.7	7	1.2	0	1	4	0.8	2.0	1.2	-0.6
Nc1nc(Sc2c([N+](=O)[O-])cc(C(F)(F)F)cc2[N+](=O)[O-])n[nH]1	0.1	-0.7	0	-0.6	3	0	3	0.4	1.7	0.4	-2.1
CCc1cccc2c(=O)c(C(=O)N3CCCCCC3)c[nH]c12	0.4	-0.7	4	1.0	3	-2	3	-0.2	-0.5	-2.2	-1.6
CC[C@]12c3[nH]c4ccc(Cl)cc4c3CCN1C(=O)[C@@H](CC(=O)NCC13CC4CC(CC(C4)C1)C3)C[C@@H]2C(=O)N1CCN(C(=O)C2CC2)CC1	-0.5	-1.4	-4	-0.4	-1	1	-1	-0.5	6.3	-4.2	-0.7
Cc1cc(C)c(S(C)(=O)=O)c(Oc2ccc(C(C)(C)C)cc2)n1	0.5	-2.7	0	-0.7	-8	1	1	0.6	-1.9	-3.7	-0.9
